KOR beta-arrestin-1 = KOR antagonists, beta-arrestin recruitment, cell-based, luminescence, uHTS (AID 1778) | Kappa-type opioid receptor (Homo sapiens) | KOR beta-arrestin recruitment, luminescence, antagonist mode; higher % means a stronger effect | inhibition, % at 10 µM; hits with a dose series show IC50 in µM | 290,000 compounds, 0.091% hits; in the data active = inhibition above about 50%; note: strong numbers were not always called active
GPR35 antagonists = GPR35 antagonists blocking zaprinast-driven arrestin recruitment, primary screen, imaging, U2OS, beta-arrestin-GFP, zaprinast agonist (AID 2058); U2OS GPR35 beta-arrestin-GFP translocation imaging, zaprinast antagonism; higher % means a stronger effect; 290,000 compounds, 0.052% hits; inhibition, % at 10 µM, or IC50 in µM where a hit was titrated;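 active = inhibition of at least 50% with at least 30 cells and total cytoplasm GFP at most 10,000,000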
KOR beta-arrestin-2 = KOR agonists, beta-arrestin recruitment, primary screen, cell-based, luminescence, uHTS (AID 1777). Kappa-type opioid receptor (Homo sapiens). KOR beta-arrestin recruitment, luminescence; higher % means a stronger effect. activation, % at 10 µM; hits with a dose series show EC50 in µM. 280,000 compounds, 0.02% hits; in the data active = activation above about 50%, passing the limit was not always enough; note: a part of the inactive calls stands beside numbers as strong as those of hits
GPR55 activation = GPR55 agonists via beta-arrestin recruitment, primary screen, imaging, U2OS cells, beta-arrestin-GFP redistribution (AID 1961); 290,000 compounds, 0.048% hits; activation, % at 10 µM, or EC50 in µM where a hit was titrated; G-protein coupled receptor 55 (Homo sapiens); U2OS GPR55 beta-arrestin-GFP redistribution imaging; higher % means a stronger effect;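 active = activation above 40% with more than 50 cells counted in the well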;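 note: U2OS osteosarcoma cells stably expressing GPR55 and beta-arrestin-GFP; plate controls were DMSO negative control for no effect and LPI positive control for full effect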
T cell HTS = modulators of CD8 T cell-vesicle binding, primary screen, mouse 2C CD8+ T cells, flow cytometry. 2C CD8+ T cell-vesicle binding; hits give low values. calls only at 7 µM. 330,000 compounds, 0.068% hits. AID 2052, 2009;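 active = response, share of CD8 T cells binding vesicles, and their 90th percentile fluorescence all below set limits, cut at about 80% in these data, passing the limit was not always enough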
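System: murine 2C transgenic CD8+ T lymphocytes; also added: QL9-loaded Drosophila micro-vesicles; times: binding 1.5 h at 37 °C; measured by: flow cytometry, PE anti-B7-1 (FL2) versus Alexa647 anti-CD8 (FL8), PFA-fixed; control set: Peptide-free naked vesicles (low) and QL9 vesicles with 0.7% DMSO vehicle (high)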
West Nile antiviral = West Nile virus antiviral activity, cell-based, CPE readout (AID 1621) | West Nile virus-infected cells, CPE inhibition; higher % means a stronger effect | CPE inhibition, % at 10 µM; hits with a dose series show IC50 in µM | 290,000 compounds, 0.02% hits; in the data active = a potency from the dose series; note: strong numbers were not always called active
NTR1 ag = agonists of NTR1, primary screen, imaging, U2OS cells, beta-arrestin-GFP, high content (AID 493036) | Neurotensin receptor type 1 (Homo sapiens), P30989 | NTR1-U2OS beta-arrestin-GFP spot imaging, agonist mode | activation, % at 20 µM | 330,000 compounds, 0.17% hits;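 active = activation at or above 40% of the spot to cytoplasm intensity ratio, with at least 20 cells analyzed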;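 note: 0% = DMSO without peptide and 100% = 100 nM NTR1 peptide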
Target sequence (P30989 whole entry, looked up): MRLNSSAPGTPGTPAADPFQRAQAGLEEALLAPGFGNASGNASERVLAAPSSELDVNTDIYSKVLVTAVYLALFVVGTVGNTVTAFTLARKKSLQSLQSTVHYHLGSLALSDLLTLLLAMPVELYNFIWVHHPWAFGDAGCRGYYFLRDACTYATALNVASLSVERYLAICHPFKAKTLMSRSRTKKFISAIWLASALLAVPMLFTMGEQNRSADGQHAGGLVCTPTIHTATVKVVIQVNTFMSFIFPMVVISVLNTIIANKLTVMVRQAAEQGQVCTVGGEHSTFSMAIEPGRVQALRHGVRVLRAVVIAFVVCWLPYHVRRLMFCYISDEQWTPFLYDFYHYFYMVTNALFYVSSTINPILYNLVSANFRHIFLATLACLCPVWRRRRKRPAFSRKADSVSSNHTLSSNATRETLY
PhoP inhibition = inhibitors of PhoP regulon expression, primary screen, Salmonella Typhimurium, GFP reporter (AID 1863). 300,000 compounds, 0.16% hits. S. Typhimurium PhoP-regulated promoter GFP reporter, 4 h; higher % means a stronger effect. inhibition, % at 50 µM, or IC50 in µM where a hit was titrated;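 active = inhibition over 29.93%, a cutoff 3 SD above the screen mean, later confirmed by dose response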;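 note: 0% = low Mg2+ inducing control and 100% = high Mg2+ repressing control; strong numbers were not always called active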
GPR55 antagonists = GPR55 antagonists blocking LPI-driven arrestin recruitment, primary screen, imaging, U2OS, beta-arrestin-GFP, LPI agonist (AID 2013) | 290,000 compounds, 0.13% hits | G-protein coupled receptor 55 (Homo sapiens) | inhibition, % at 10 µM; hits with a dose series show IC50 in µM | U2OS GPR55 beta-arrestin-GFP translocation imaging, LPI antagonism; higher % means a stronger effect;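 active = spots per cell inhibited over 60%, with over 100 cells counted and total cytoplasm intensity under 500,000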;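 note: U2OS cells stably carrying GPR55 and arrestin-GFP stimulated by 5 µM LPI near EC80; imaged beta-arrestin-GFP aggregate spots per cell after agonist stimulation; plate controls were LPI-stimulated DMSO wells for no effect and DMSO wells without LPI for full effect; some results filed as inactive read as strong as hits; confirmed hits need IC50 under 10 µM and bright autofluorescent wells are also inconclusive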
T cell HTS vesicle-bound % = also measured in T cell HTS; calls as there; double positive events, %; measured here: CD8+ vesicle-bound cell fraction;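 binding gate set so that unloaded-vesicle control wells show 10% double positive cells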
NTR1 ag cell count 20 µM = also measured in NTR1 ag; calls as there; cell count; measured here: cell count, cytotoxicity flag
Starred values were filed as active, the others as inactive; i = inactive; . = no result given; [ ] = remark or other dose.

[1] CCC1COCCS(=O)(=O)N1Cc1cccc(Cl)c1 (stereo unspecified)
[2] O=C(Nc1ccc2nc(-c3ccc(Br)o3)[nH]c2c1)c1cccs1
[3] C=CCN(c1ccc(C(=O)NCCc2ccccc2)cc1)S(C)(=O)=O
[4] O=C(O)CCC(=O)NNC(=O)c1ccc(-c2ccccc2)cc1
[5] CCCN(CC1CCCO1)C(=O)c1cc(COc2ccc(F)cc2F)on1 (stereo unspecified)
[6] O=C(NCCN1CCCC1)c1ccc2c(=O)n(CCc3ccccc3)c(=O)[nH]c2c1
[7] O=C(Nc1ccnn1C1CCN(Cc2ccccc2OC(F)F)CC1)c1cccnc1
[8] COc1ccc(-n2nc(C(=O)NCC(=O)NCCC3=CCCCC3)c3ccccc3c2=O)c(OC)c1

compound no.	1	2	3	4	5	6	7	8
KOR beta-arrestin-1	-21%[20 µM]	32%	-15%	9%	-6%	11%	-1%	3%
GPR35 antagonists	0%	7%	5%	5%	3%	0%	-3%	21%
KOR beta-arrestin-2	-2.3%	1.3%	-1.1%	-2.0%	-1.3%	-0.9%	8.9%	-4.5%
GPR55 activation	-0.3%	0.0%	-0.1%	0.2%	-0.1%	-0.2%	-0.2%	0.3%
T cell HTS	i	i	i	i	i	i	i	i
T cell HTS vesicle-bound %	18	22	40	5	10	50	6	26
West Nile antiviral	0.2%	1.5%	-0.6%	-0.3%	-1.1%	0.6%	-0.2%	-0.2%
NTR1 ag	-2.0	3.1	1.3	-0.8	0.1	-1.8	-1.1	5.5
NTR1 ag cell count 20 µM	83	46	79	81	65	108	57	54
PhoP inhibition	2%	23%	-1%	-11%	-4%	1%	0%	-4%
GPR55 antagonists	-5%	-7%	11%	14%	9%	12%	-8%	7%

[9] Cc1cc(C(=O)NC2CCCc3c2cnn3-c2cccc(C)c2C)n(C)n1 (stereo unspecified)
[10] COc1ccc(S(=O)(=O)N2CCC(C(=O)N3CCCC3)CC2)cc1C
[11] Cc1ccc(CC2S/C(=C(/C#N)C(=O)NCc3ccco3)N(c3ccccc3)C2=O)cc1 (stereo unspecified)
[12] Cn1cnc(S(=O)(=O)Nc2cc(-c3ccc(Cl)cc3)nn2C)c1
[13] CCOC(=O)C1C2C=CC3(CN(C4CCCC4)C(=O)C13)O2 (stereo unspecified)
[14] O=C(NCC1CCCO1)c1cc2cc(F)ccc2[nH]1 (stereo unspecified)
[15] COc1ccc(CC(=O)OCC(=O)NC(=O)NC23CC4CC(CC(C4)C2)C3)cc1
[16] CN1CCCN(C(=O)C2CCCCC2)CC1

compound no.	9	10	11	12	13	14	15	16
KOR beta-arrestin-1	-6%	8%	6%	10%	3%	32%	2%	16%[20 µM]
GPR35 antagonists	14%	-4%	8%	7%	-4%	2%	1%	2%
KOR beta-arrestin-2	-0.7%	0.3%	-3.3%	-2.2%	-1.9%	1.9%	-6.3%	-5.3%
GPR55 activation	0.3%	0.2%	-0.2%	-0.2%	-0.1%	-0.1%	0.2%	-0.1%
T cell HTS	i	i	i	i	i	i	i	i
T cell HTS vesicle-bound %	53	17	16	27	27	28	27	52
West Nile antiviral	-0.1%	0.9%	0.0%	0.2%	-0.1%	-0.3%	-0.3%	0.1%
NTR1 ag	0.7	1.4	4.1	-0.4	-1.9	0.6	16	-1.4
NTR1 ag cell count 20 µM	59	41	48	33	39	81	55	83
PhoP inhibition	4%	0%	-9%	-13%	4%	.	4%	8%
GPR55 antagonists	3%	-14%	6%	-11%	0%	0%	-11%	-5%

[17] Cc1ccccc1S(=O)(=O)Cc1ccc(C(=O)NCc2cccs2)o1
[18] Cc1noc(C)c1C(=O)OCC(=O)Nc1ccccc1C(=O)NC(C)c1ccccc1 (stereo unspecified)
[19] COc1cccc(/C=C/C(=O)N2CC(C)OC(C)C2)c1OC (stereo unspecified)
[20] CCOc1ccc(C(C)=O)cc1CSc1nnc(-c2ccoc2C)n1N
[21] COc1cc(OC)cc(C(=O)N2CCN(S(C)(=O)=O)CC2)c1
[22] Cc1cc(-c2nnc(SCC(=O)Nc3ccccc3)n2C)no1
[23] Cc1cc(C)nc(SCc2ccc(C(=O)O)o2)n1
[24] CCCNC(=O)c1ccccc1C(=O)NCCC

compound no.	17	18	19	20	21	22	23	24
KOR beta-arrestin-1	28%	-3%	-50%	-30%	-5%	16%	22%	-6%
GPR35 antagonists	-7%	-14%	0%	12%	-7%	-6%	-5%	-16%
KOR beta-arrestin-2	-9.9%	-4.7%	3.7%	0.3%	7.8%	1.3%	-0.2%	-1.2%
GPR55 activation	-0.1%	-0.1%	-0.1%	-0.3%	-0.1%	-0.3%	0.0%	-0.4%
T cell HTS	i	i	i	i	i	i	i	i
T cell HTS vesicle-bound %	24	37	20	31	55	55	37	36
West Nile antiviral	-0.6%	0.0%	-0.4%	0.5%	1.2%	0.8%	0.0%	-0.3%
NTR1 ag	-2.2	-0.6	1.5	-0.5	2.1	1.5	-3.5	-0.7
NTR1 ag cell count 20 µM	84	80	46	87	62	45	105	56
PhoP inhibition	3%	-3%	-6%	-7%	3%	-4%	-14%	-13%
GPR55 antagonists	8%	5%	4%	-11%	5%	-11%	-4%	4%

Copied from the entries so far for reference:
[18] Cc1noc(C)c1C(=O)OCC(=O)Nc1ccccc1C(=O)NC(C)c1ccccc1 (stereo unspecified)
[19] COc1cccc(/C=C/C(=O)N2CC(C)OC(C)C2)c1OC (stereo unspecified)
[20] CCOc1ccc(C(C)=O)cc1CSc1nnc(-c2ccoc2C)n1N
[21] COc1cc(OC)cc(C(=O)N2CCN(S(C)(=O)=O)CC2)c1
[22] Cc1cc(-c2nnc(SCC(=O)Nc3ccccc3)n2C)no1
[23] Cc1cc(C)nc(SCc2ccc(C(=O)O)o2)n1
[24] CCCNC(=O)c1ccccc1C(=O)NCCC

compound no.	18	19	20	21	22	23	24
KOR beta-arrestin-1	-3%	-50%	-30%	-5%	16%	22%	-6%
GPR35 antagonists	-14%	0%	12%	-7%	-6%	-5%	-16%
KOR beta-arrestin-2	-4.7%	3.7%	0.3%	7.8%	1.3%	-0.2%	-1.2%
GPR55 activation	-0.1%	-0.1%	-0.3%	-0.1%	-0.3%	0.0%	-0.4%
T cell HTS	i	i	i	i	i	i	i
T cell HTS vesicle-bound %	37	20	31	55	55	37	36
West Nile antiviral	0.0%	-0.4%	0.5%	1.2%	0.8%	0.0%	-0.3%
NTR1 ag	-0.6	1.5	-0.5	2.1	1.5	-3.5	-0.7
NTR1 ag cell count 20 µM	80	46	87	62	45	105	56
PhoP inhibition	-3%	-6%	-7%	3%	-4%	-14%	-13%
GPR55 antagonists	5%	4%	-11%	5%	-11%	-4%	4%

Following part
[25] Cc1cc2ccccc2nc1SCC(=O)N1c2ccccc2CC1C (stereo unspecified)
[26] CC(Sc1nnc(-c2ccc(O)cc2)o1)C(=O)Nc1cccc2ccccc12 (stereo unspecified)
[27] COc1ccc(C(C(=O)NCc2ccccc2)N(C(=O)c2snc(C(N)=O)c2N)C2CCCC2)cc1O (stereo unspecified)
[28] CCN1CCN(C(=O)c2ccc(COc3ccc(Cl)cc3)o2)CC1
[29] CC(NCc1ccc(N(C)C)cc1)C1CC2CCC1C2 (stereo unspecified)
[30] FC(F)Oc1ccc(-c2csc(=Nc3cccnc3)n2CC2CCCO2)cc1 (stereo unspecified)
[31] O=C(Nc1ccc(Cl)cc1)N1CCC(c2nc(-c3ccccc3Cl)no2)CC1
[32] Cc1ccc(OCC(O)Cn2c(=N)n(CCN3CCCCC3)c3ccccc32)cc1 (stereo unspecified)

compound no.	25	26	27	28	29	30	31	32
KOR beta-arrestin-1	21%	15%	6%	-12%	6%	14%	16%	.
GPR35 antagonists	1%	13%	-2%	-4%	-1%	12%	-10%	0%
KOR beta-arrestin-2	-0.4%	-4.1%	2.6%	3.5%	-5.4%	0.6%	4.8%	.
GPR55 activation	-0.1%	-0.2%	-0.2%	0.0%	-0.2%	-0.2%	-0.1%	0.1%
T cell HTS	i	i	i	i	i	i	i	i
T cell HTS vesicle-bound %	36	5	35	53	52	45	19	13
West Nile antiviral	-0.4%	0.6%	-0.5%	-0.5%	-1.0%	-1.1%	-0.3%	32%
NTR1 ag	3.6	-0.6	-0.7	2.3	2.7	3.9	-1.9	-0.1
NTR1 ag cell count 20 µM	53	92	49	30	74	34	82	72
PhoP inhibition	-6%	12%	8%	20%	1%	7%	14%	15%
GPR55 antagonists	-5%	5%	9%	6%	15%	1%	2%	16%

[33] CSc1nc2nc(-c3cccs3)cc(C(F)(F)F)c2c(=O)[nH]1
[34] O=C(CSc1ccc([N+](=O)[O-])cn1)Nc1ccccc1N1CCOCC1
[35] Cc1cc2nccc(-c3ccc(Cl)c([N+](=O)[O-])c3)n2n1
[36] CNC(=O)CSc1nnnn1-c1ccc(C)cc1C
[37] COc1ccc(NC(=O)CSc2nc3ccccc3c(=O)n2CCNC(C)=O)c(OC)c1
[38] Cc1ccccc1OC(C)C(=O)NC1CCCC1 (stereo unspecified)
[39] CCC1CCCCN1C(=O)c1ccc(OC)c(OC2CCN(C(C)=O)CC2)c1 (stereo unspecified)
[40] COC(=O)C1=C(C(=O)OC)[C@@H]2N(C)c3ccccc3[C@@]23C[C@@H](CO)N=C3N1
[41] N#CCSc1nc2ccccc2c(=O)n1C1CCCCC1

compound no.	33	34	35	36	37	38	39	40	41
KOR beta-arrestin-1	-45%	18%	13%	-12%	4%	5%	12%	.	-6%
GPR35 antagonists	19%	2%	1%	9%	10%	0%	-2%	.	-5%
KOR beta-arrestin-2	3.0%	2.2%	-5.4%	8.5%	2.9%	2.5%	-2.3%	.	1.5%
GPR55 activation	-0.2%	0.0%	-0.3%	-0.4%	-0.1%	-0.2%	0.0%	.	1.0%
T cell HTS	i	i	i	i	i	i	.	i	i
T cell HTS vesicle-bound %	27	8	45	18	40	17	.	49	38
West Nile antiviral	0.8%	-0.8%	-0.3%	-0.1%	-0.6%	0.2%	-0.6%	0.1%	-0.4%
NTR1 ag	2.3	0.9	13	-0.5	-0.8	1.8	1.5	-4.9	3.1
NTR1 ag cell count 20 µM	47	63	47	50	97	51	65	77	60
PhoP inhibition	1%	1%	8%	8%	-5%	0%	.	7%	-10%
GPR55 antagonists	-4%	17%	10%	-1%	24%	5%	7%	.	7%

Bioassay records (PubChem BioAssay)
